Screens as filed in PubChem BioAssay.
C diff growth: C. difficile growth inhibitors, primary screen, HTS; Clostridium difficile clinical isolate growth, OD600, 24 h; stronger effect = lower value; growth activity, negative = inhibition, % at 16 µg/mL (by protocol); 86,000 compounds, 0.25% hits;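 active = mean growth activity at or below -80% and every replicate also at or below -80%; inconclusive = mean at or below -80% but some replicate above -80%; inactive = mean growth activity above -80%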;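 also: 0% = DMSO wells and -100% = levofloxacin 16 µg/mL wells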
T cruzi growth: T. cruzi intracellular proliferation inhibitors, primary screen, cell-based, beta-gal Tulahuen parasites, NIH3T3 host, luminescence. T. cruzi beta-gal in NIH3T3, GalScreen luminescence, 90 h. inhibition, % at 8.34 µM. 77,000 compounds, 5.9% hits;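 active = mean inhibition above about 93%, with at least 55% of replicates each passing it, limit read from the data, passing the limit was not always enough; inconclusive = only one of those two conditions holds; inactive = neither condition holds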
GASC1 inh: inhibitors of GASC-1 (KDM4C) histone demethylase, primary screen, biochemical, single concentration HTS; inhibition, % at 12.5 µM; GST-KDM4C 2-372, H3K9me3 peptide, LANCE TR-FRET; 96,000 compounds, 0.15% hits;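 active = mean replicate inhibition above about 25%, with at least 55% of replicates also reaching it, limit read from the data, passing the limit was not always enough; inconclusive = only one of those two conditions met; inactive = neither condition met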
Target sequence (Q9H3R0 2-372 limits assumed): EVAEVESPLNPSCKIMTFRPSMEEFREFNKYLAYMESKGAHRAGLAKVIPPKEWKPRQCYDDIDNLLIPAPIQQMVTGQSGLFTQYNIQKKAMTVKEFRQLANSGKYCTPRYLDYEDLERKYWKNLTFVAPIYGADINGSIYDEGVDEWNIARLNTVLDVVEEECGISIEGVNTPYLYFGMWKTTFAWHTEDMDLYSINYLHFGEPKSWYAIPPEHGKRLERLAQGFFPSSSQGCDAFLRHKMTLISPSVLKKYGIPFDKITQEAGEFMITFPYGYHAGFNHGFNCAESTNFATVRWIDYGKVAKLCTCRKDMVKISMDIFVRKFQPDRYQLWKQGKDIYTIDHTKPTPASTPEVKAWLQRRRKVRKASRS
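Assay system: GST-GASC-1 enzyme fragment 2-372 | Amount: 10 nM enzyme | Medium: HEPES buffer, pH 7.5, plus ascorbate | Reagent: H3K9me3 peptide substrate, Fe(II), 2-oxoglutarate | Doses: Single-point compound screen | Incubation: 30 min demethylation and 1 h detection at room temperature | Measured by: LANCE TR-FRET, excitation 340 nm, emissions 618 and 671 nm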
Pf Dd2 inh: P. falciparum Dd2 growth inhibitors, primary screen, SYBR Green fluorescence, single dose replicates. 72 h; stronger effect = lower value. activity change, % at 10 µM. 94,000 compounds, 2.3% hits; in the data active = activity change below about -80%; inconclusive = no clear call, values can overlap the other calls
Starred values were filed as active, the others as inactive; ? = inconclusive; . = not tested or not shown; & = joins results of further samples. Outcome played no part in choosing rows; overall some 6.7% were active at least once.

SMILES	C diff growth	T cruzi growth	GASC1 inh	Pf Dd2 inh
C[C@@H]1CN([C@@H](C)CO)C(=O)Cc2cc(NS(=O)(=O)c3ccccc3)ccc2O[C@H]1CN(C)Cc1ccc2c(c1)OCO2	-11	91	-1.1	-55
CNC(=O)C[C@H]1CC[C@H]2[C@@H](COc3ccc(NC(=O)NCc4ccccc4)cc3C(=O)N2C)O1	4	30	-0.4	5
O=C(C[C@H]1CC[C@@H]2[C@H](COC[C@H](O)CN2Cc2ccc(C(F)(F)F)cc2)O1)N1CCc2ccccc2C1	77&67	.	0.9	-46
CO[C@@H]1CN(C)C(=O)c2ccc(NC(=O)Nc3c(C)noc3C)cc2OC[C@@H](C)N(C)C[C@H]1C	.	32	-0.3	21
O=C(NC1CCCCC1)N1CC(=O)N2[C@H](C1)[C@H](c1ccc(-c3cccnc3)cc1)[C@@H]2CO	-6	.	1.1	19
COc1ccc(C(=O)Nc2ccc3c(c2)OC[C@H](C)N(C(C)=O)C[C@H](C)[C@@H](OC)CN(C)C3=O)cc1	-5	8	0.6	-14
CCC(=O)N[C@H]1CC[C@@H](CC(=O)NCC2CC2)O[C@@H]1CO	-3	.	-0.4	20
COc1ccc(S(=O)(=O)N(C)C[C@@H]2Oc3ccc(NS(=O)(=O)c4ccc(F)cc4)cc3CC(=O)N([C@@H](C)CO)C[C@@H]2C)cc1	9	4	0.9	-34
CCCNC(=O)N1C[C@H]2[C@@H](c3ccccc31)[C@H](CO)N2C(=O)Nc1ccccc1	-2	-39	-1.8	-6
C[C@H]1CCCCO[C@H](CN(C)S(C)(=O)=O)[C@@H](C)CN([C@@H](C)CO)C(=O)c2cc(NS(=O)(=O)c3cn(C)cn3)ccc2O1	-3	38	0.6	65
CCNC(=O)C[C@@H]1CC[C@@H]2[C@@H](COc3ccc(NC(=O)Nc4ccc(F)cc4)cc3C(=O)N2C)O1	11	2	1.5	-5
CC=Cc1ccc2n(c1=O)C[C@@H]1[C@@H](CO)[C@H](C(=O)NCc3cccc(OC)c3)N[C@H]21 (mixture of isomers)	-2	56	0.0	.
CC(C)NC(=O)N(C)C[C@H]1OCCCC[C@H](C)Oc2ccc(NC(=O)c3ccncc3)cc2C(=O)N([C@@H](C)CO)C[C@H]1C	-1	41	-2.1	11
CCC(=O)N1[C@@H]2c3ccc(-c4ccccc4F)c(=O)n3C[C@@H]2[C@@H](CO)[C@@H]1C(=O)NCCCN(C)C	-2	.	0.5	26
CO[C@@H]1CN(C)C(=O)c2ccc(NC(=O)C3CC3)cc2OC[C@H](C)N(Cc2ccncc2)C[C@H]1C	.	23	1.0	2
CC(C)C(=O)Nc1ccc2c(c1)C(=O)N(C)[C@@H]1CC[C@@H](CC(=O)NC3CCCC3)O[C@H]1CO2	4	-10	-1.2	-1
N#Cc1ccc(-c2ccc3c(c2)[C@H]2[C@H](CCN2C(=O)CN2CCOCC2)[C@H](CO)N3)cc1	-22	72	-0.8	12
C[C@H]1CN([C@@H](C)CO)S(=O)(=O)c2ccc(-c3ccncc3)cc2O[C@H]1CN(C)Cc1cccnc1	6	55	.	3
C[C@H]1CN([C@@H](C)CO)C(=O)c2cc(NC(=O)Nc3ccc4c(c3)OCO4)ccc2O[C@H]1CN(C)Cc1ccccc1	-6	33	2.1	28
C[C@@H]1CN([C@@H](C)CO)S(=O)(=O)c2ccc(-c3ccccc3)cc2O[C@H]1CN(C)C(=O)Nc1ccccc1F	.	55	-1.4	-38
C[C@@H]1CN([C@H](C)CO)C(=O)c2ccccc2-c2ccccc2CO[C@@H]1CN(C)C(=O)c1ccccc1	.	21	0.5	-1
C[C@H]1CN([C@@H](C)CO)C(=O)c2cccc(N(C)C)c2O[C@@H]1CN(C)C(=O)Nc1ccccc1	-5	-4	1.8	3
CN(C)C(=O)[C@H]1[C@H](CO)[C@H]2Cn3c(ccc(-c4cncnc4)c3=O)[C@@H]1N2C(=O)NC1CCCC1	.	-42	-0.2	.
C[C@H]1CN([C@@H](C)CO)C(=O)c2cc(NC(=O)NC3CCCCC3)ccc2O[C@H]1CN(C)S(=O)(=O)c1ccccc1	-5	.	-0.5	25
C[C@H](CO)N1C[C@H](C)[C@H](CN(C)Cc2ccc3c(c2)OCO3)Oc2ccc(NC(=O)CCC(F)(F)F)cc2C1=O	-2	27	0.0	4
O=C(c1ccc2c(c1)OCO2)N1C[C@@H]2[C@H](c3ccccc31)[C@H](CO)N2Cc1ccc2c(c1)OCO2	2	26	2.0	-13
COc1ccc2c3c([nH]c2c1)[C@@H](CO)N(Cc1ccccc1F)CC31CN(C(=O)C2CCCC2)C1	0	.	0.0	-78
C[C@H]1CN([C@@H](C)CO)C(=O)c2cccc(NC(=O)Nc3ccccc3)c2O[C@@H]1CN(C)C	-4	4	0.6	0
C[C@@H]1CN([C@H](C)CO)C(=O)c2cc(NC(=O)Nc3ccc(C(F)(F)F)cc3)ccc2O[C@H]1CN(C)S(=O)(=O)c1ccc(Cl)cc1	3	22	-0.6	-1
CCC(=O)N1C[C@@H](C)[C@H](OC)CN(C)C(=O)c2cc(NC(=O)Nc3ccccc3)ccc2OC[C@H]1C	.	20	0.1	23
COC(=O)C[C@@H]1CC[C@H](NC(=O)Nc2ccc(C(F)(F)F)cc2)[C@H](CO)O1	-3	-33	1.5	-7
C[C@@H]1CN([C@H](C)CO)C(=O)Cc2cc(NS(C)(=O)=O)ccc2O[C@H]1CN(C)Cc1ccc(C(=O)O)cc1	1	29	-1.1	2
C[C@@H]1CN([C@H](C)CO)C(=O)c2cc(NC(=O)CCCN(C)C)ccc2O[C@@H](C)CCCCO[C@@H]1CN(C)S(=O)(=O)c1cccs1	0	-14	5.0	2
CC(C)NC(=O)Nc1ccc2c(c1)C(=O)N([C@H](C)CO)C[C@@H](C)[C@@H](CN(C)C(=O)NC1CCCCC1)OCCCC[C@H](C)O2	-5	-5	-0.8	-30
C[C@@H]1CN([C@@H](C)CO)C(=O)Cc2cc(NS(=O)(=O)c3ccc(Cl)cc3)ccc2O[C@H]1CN(C)Cc1ccncc1	3	52	1.1	-43
COc1ccc2c3c([nH]c2c1)[C@H](CO)N(Cc1ccc(Cl)cc1)CC31CCN(Cc2ccccc2)CC1	6	.	-1.5	?
CCC(=O)N[C@@H]1CC[C@H](CCNS(=O)(=O)c2ccc(Cl)cc2)O[C@H]1CO	-1	.	-0.5	6
C[C@@H]1CN([C@H](C)CO)C(=O)Cc2cc(NC(=O)CCN3CCOCC3)ccc2O[C@@H]1CN(C)Cc1ccc(C(F)(F)F)cc1	-9	-60	-2.1	-8
C[C@@H]1CN([C@@H](C)CO)C(=O)c2cc(NC(=O)Nc3cccc4ccccc34)ccc2O[C@@H]1CN(C)S(=O)(=O)c1ccc(F)cc1	1	60	-4.6	17
C[C@H]1CN([C@@H](C)CO)C(=O)c2cc(C#CC3CCCCC3)cnc2O[C@@H]1CN(C)C(=O)Cc1ccccn1	-14	.	0.4	-6

Continued, starting with the last 7 of the part before.
SMILES	C diff growth	T cruzi growth	GASC1 inh	Pf Dd2 inh
CC(C)NC(=O)Nc1ccc2c(c1)C(=O)N([C@H](C)CO)C[C@@H](C)[C@@H](CN(C)C(=O)NC1CCCCC1)OCCCC[C@H](C)O2	-5	-5	-0.8	-30
C[C@@H]1CN([C@@H](C)CO)C(=O)Cc2cc(NS(=O)(=O)c3ccc(Cl)cc3)ccc2O[C@H]1CN(C)Cc1ccncc1	3	52	1.1	-43
COc1ccc2c3c([nH]c2c1)[C@H](CO)N(Cc1ccc(Cl)cc1)CC31CCN(Cc2ccccc2)CC1	6	.	-1.5	?
CCC(=O)N[C@@H]1CC[C@H](CCNS(=O)(=O)c2ccc(Cl)cc2)O[C@H]1CO	-1	.	-0.5	6
C[C@@H]1CN([C@H](C)CO)C(=O)Cc2cc(NC(=O)CCN3CCOCC3)ccc2O[C@@H]1CN(C)Cc1ccc(C(F)(F)F)cc1	-9	-60	-2.1	-8
C[C@@H]1CN([C@@H](C)CO)C(=O)c2cc(NC(=O)Nc3cccc4ccccc34)ccc2O[C@@H]1CN(C)S(=O)(=O)c1ccc(F)cc1	1	60	-4.6	17
C[C@H]1CN([C@@H](C)CO)C(=O)c2cc(C#CC3CCCCC3)cnc2O[C@@H]1CN(C)C(=O)Cc1ccccn1	-14	.	0.4	-6
O=C(NCc1ccc(F)cc1)[C@H]1[C@H](CO)[C@H]2Cn3c(cccc3=O)[C@@H]1N2CC1CC1	-1	83	-3.1	12
CCNC(=O)C[C@H]1CC[C@@H]2[C@@H](COc3ccc(NC(=O)Nc4ccccc4OC)cc3C(=O)N2C)O1	2	18	-2.5	-2
C[C@@H]1CCCCO[C@@H](CN(C)S(=O)(=O)c2ccc(Cl)cc2)[C@H](C)CN([C@H](C)CO)C(=O)c2cc(NS(=O)(=O)c3cn(C)cn3)ccc2O1	-2	55	-0.4	-45
CO[C@H]1CN(C)C(=O)c2ccc(NC(=O)C3CCC3)cc2OC[C@H](C)N(C)C[C@@H]1C	3	.	0.0	31
O=C(C[C@@H]1CC[C@H]2[C@@H](COC[C@@H](O)CN2S(=O)(=O)c2ccc(F)cc2)O1)NCc1ccc(Cl)c(Cl)c1	-6	-3	-0.8	-1
C[C@H](CO)N1C[C@H](C)[C@@H](CN(C)CC2CC2)Oc2c(NC(=O)c3nc4ccccc4s3)cccc2C1=O	-3	33	2.2	-5
CCCC#Cc1ccc([C@H]2[C@@H](CO)N3CCCCN(S(=O)(=O)CC)C[C@H]23)cc1	15	66	-0.1	-24
COc1cccc(-c2ccc3c(c2)O[C@@H](CN(C)C(C)=O)[C@@H](C)CN([C@H](C)CO)S3(=O)=O)c1	2	20	4.5	-18
COc1ccc(NC(=O)N2C[C@H](O)COC[C@@H]3O[C@@H](CC(=O)NC4Cc5ccccc5C4)CC[C@H]32)cc1	.	28	2.2	0
Cc1ccccc1S(=O)(=O)N1CCCCN2[C@@H](CO)[C@H](c3ccc(-c4cncnc4)cc3)[C@@H]2C1	-1	117*	-0.1	-28
CO[C@@H](CN(C)C(=O)Nc1ccc(F)cc1)[C@@H](C)CN(Cc1ccccc1Cl)[C@@H](C)CO	.	-14	2.8	-29
Cc1ccc(S(=O)(=O)N[C@H]2CC[C@H](CC(=O)NCc3ccncn3)O[C@@H]2CO)cc1	.	-36	0.5	8
Cc1noc(C)c1S(=O)(=O)Nc1ccc2c(c1)CC(=O)N([C@@H](C)CO)C[C@H](C)[C@@H](CN(C)C)O2	7	22	2.5	14
CO[C@@H]1CN(C)C(=O)c2cc(NC(=O)Nc3ccccc3F)ccc2OC[C@@H](C)NC[C@@H]1C	.	-66	0.7	-17
CN1c2ccc(Br)cc2[C@@H]2[C@@H](CCN2C(=O)c2ccc(F)cc2)[C@H]1CO	3	59	-0.6	8
COc1ccccc1S(=O)(=O)N[C@H]1CC[C@@H](CCNC(=O)C2CCOCC2)O[C@@H]1CO	-1	-48	-0.1	13
C[C@@H]1CCCCO[C@H](CN(C)S(=O)(=O)c2ccc(F)cc2)[C@@H](C)CN([C@H](C)CO)C(=O)c2cc(NS(=O)(=O)c3ccc(F)cc3)ccc2O1	-4	8	-0.3	-37
C[C@@H]1CCCCO[C@@H](CN(C)C(=O)CCCN(C)C)[C@@H](C)CN([C@H](C)CO)C(=O)c2cc(NC(=O)Nc3ccc4c(c3)OCO4)ccc2O1	-2	58	11	-4
C[C@@H]1CN([C@@H](C)CO)C(=O)c2cccc(NC(=O)c3cnccn3)c2O[C@H]1CN(C)Cc1ccc2c(c1)OCO2	-1	49	8.4	-15
C[C@@H]1CCCCO[C@@H](CN(C)S(=O)(=O)c2ccc(Cl)cc2)[C@@H](C)CN([C@H](C)CO)C(=O)c2cc(NC(=O)Nc3ccc4c(c3)OCO4)ccc2O1	13	72	0.7	-88*
Cc1ccc(S(=O)(=O)N(C)C[C@H]2Oc3ccc(NC(=O)Cc4cn(C)c5ccccc45)cc3C(=O)N([C@@H](C)CO)C[C@@H]2C)cc1	-1	36	-3.4	-78
C[C@H]1CCCCO[C@@H](CN(C)C(=O)C2CCCCC2)[C@@H](C)CN([C@@H](C)CO)C(=O)c2cc(NC(=O)Nc3ccc(C(F)(F)F)cc3)ccc2O1	1	120*	-0.4	-89*
CCCN(C)C[C@H]1Oc2cc(C#Cc3ccccn3)ccc2S(=O)(=O)N([C@@H](C)CO)C[C@H]1C	-1	-8	-1.3	-57
CCC(=O)N(C)C[C@H]1Oc2ncc(C#C[C@@H](C)O)cc2C(=O)N([C@@H](C)CO)C[C@@H]1C	-3	-93	-0.1	51
COCC(=O)N(C)C[C@@H]1Oc2ncc(C#Cc3ccccc3OC)cc2C(=O)N([C@H](C)CO)C[C@@H]1C	2	38	-2.2	21
COc1cccc(C#Cc2cnc3c(c2)C(=O)N([C@H](C)CO)C[C@@H](C)[C@H](CN(C)C)O3)c1	8	102*	-0.9	-50
